NR2E3 ag-1: inhibitors of NR2E3-RetCOR corepressor binding, primary screen, NR2E3 agonist project, biochemical, TR-FRET, GST-NR2E3, biotin-RetCOR. Photoreceptor-specific nuclear receptor (Homo sapiens), Q9Y5X4. 1536-well. inhibition of corepressor binding, % at 4.78 µM. 320,000 tested, 0.12% active. AID 2300, 2010;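 active means percent inhibition above the cutoff of mean plus 3 SD of all tested compounds, set per screening campaign, cut at about 20% in these data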;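 further: 0% = DMSO wells and 100% = biotin wells as full block of FRET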
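Assay system: NR2E3–RetCOR corepressor complex. Quantity: 1.35 nM GST-NR2E3. Buffer or medium: pH 7.5 Tris-based buffer. Reagent: biotinylated RetCOR corepressor at 7 nM final. Schedule: 5 h at 4 °C. Detection: TR-FRET, emission read at 617 and 671 nm. Replicates: one well per compound, singlicate testing.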
Peg3 prom inh: Peg3 promoter-driven luciferase inhibitors, primary screen, cell-based, HeLa, luciferase luminescence | HeLa PEG-Prom luciferase reporter, overnight | 360,000 tested, 1.7% active | inhibition, % at 20 µM | AID 588405, 2011;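 active means inhibition of at least 50% at 20 µM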
HIF-2a inh: HIF-2a reporter inhibitors, primary screen, luminescence, 786-0 RCC cells; inhibition, % at 18.8 µM; 360,000 tested, 0.72% active; AID 624352, 2012; 786-0 RCC cells HIF-2a reporter, luciferase luminescence, overnight;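 active means inhibition of the luminescence signal of 40% or more relative to plate controls, in a single-dose primary screen at 18.75 µM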
CaV13 FRET inh: Primary screen for inhibitors of IQ motif and Ca2+-dependent inactivation inhibitor domain binding in CACNA1D, Förster resonance energy transfer in living cells, …; inhibition, % at 12.3 µM; HEK cells, CFP/YFP FRET ICDI-IQ, plate reader, 10 min; percent FRET-ratio fall versus neutral wells; 340,000 tested, 0.098% active;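 active means mean replicate inhibition of at least 30% and at least 1% of replicates passing that level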;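 further: 0% = median of the neutral control wells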
TRPM1 prom inh: inhibitors of MITF-dependent TRPM1 promoter reporter, primary screen, cell-based, SK-MEL-5, single point, luciferase. SK-MEL-5 TRPM1 promoter luciferase, 24 h. inhibition, % at 12.5 µM. 330,000 tested, 0.83% active;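 active means mean inhibition across replicates of 60% or more, whatever share of single replicates reaches that level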; further: values of inactives mirror those of a sister screen read the other way
PDI turbidity: inhibitors of human PDI, primary screen, biochemical, turbidity, single point, plate reader; PDI insulin aggregation turbidity, A650, 90 min; inhibition, % at 10 µM; 350,000 tested, 0.052% active;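 active means mean inhibition across replicates of 30% or more, whatever share of single replicates reach that level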;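 further: absorbance from insulin aggregation driven by PDI reduction with DTT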
Target sequence (P07237 whole entry, looked up): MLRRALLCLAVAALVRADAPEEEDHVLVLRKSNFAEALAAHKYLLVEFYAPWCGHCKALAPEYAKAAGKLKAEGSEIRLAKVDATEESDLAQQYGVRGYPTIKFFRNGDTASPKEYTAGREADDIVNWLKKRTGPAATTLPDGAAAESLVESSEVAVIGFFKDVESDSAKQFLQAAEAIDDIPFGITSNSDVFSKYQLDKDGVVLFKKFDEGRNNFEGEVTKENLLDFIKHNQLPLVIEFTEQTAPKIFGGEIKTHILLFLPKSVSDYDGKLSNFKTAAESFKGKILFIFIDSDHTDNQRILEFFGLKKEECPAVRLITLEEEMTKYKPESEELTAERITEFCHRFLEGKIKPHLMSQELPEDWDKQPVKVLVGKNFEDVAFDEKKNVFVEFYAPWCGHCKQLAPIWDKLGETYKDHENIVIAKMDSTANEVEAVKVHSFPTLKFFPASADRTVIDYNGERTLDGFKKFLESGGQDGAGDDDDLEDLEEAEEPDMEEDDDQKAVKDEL
m5-HT2A agonist: mouse Htr2a agonists via beta-arrestin recruitment, primary screen, cell-based, luminescence; 360,000 tested, 0.66% active; CHO-K1 mHTR2A beta-arrestin complementation; percent of 30 µM serotonin response; 5-hydroxytryptamine receptor 2A (Mus musculus), P35363; activation, % at 7.6 µM;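 active means activation above a run cutoff, the mean activation of all tested compounds plus 3 SD, cut at about 14% in these data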;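 further: 0% = plate median of compound wells and 100% = 30 µM serotonin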
Target sequence (P35363 whole entry, looked up): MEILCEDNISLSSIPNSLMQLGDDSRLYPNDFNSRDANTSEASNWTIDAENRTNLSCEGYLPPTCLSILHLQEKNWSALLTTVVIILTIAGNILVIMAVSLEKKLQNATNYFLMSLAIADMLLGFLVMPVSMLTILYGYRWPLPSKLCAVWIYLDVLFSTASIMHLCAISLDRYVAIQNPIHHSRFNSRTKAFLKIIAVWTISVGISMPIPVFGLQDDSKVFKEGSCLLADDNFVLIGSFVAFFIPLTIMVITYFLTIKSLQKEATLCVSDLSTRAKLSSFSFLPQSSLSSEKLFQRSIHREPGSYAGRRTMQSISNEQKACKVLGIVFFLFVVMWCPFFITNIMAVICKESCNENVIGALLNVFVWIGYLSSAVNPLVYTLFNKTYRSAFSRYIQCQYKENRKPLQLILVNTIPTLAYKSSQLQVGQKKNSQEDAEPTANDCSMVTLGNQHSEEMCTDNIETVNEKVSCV
hiPSC survival: enhancers of single-cell hiPSC survival, primary screen, ATPlite luminescence; 100% = ROCK inhibitor wells, 0% = DMSO; survival enhancement, % at 20 µM; 360,000 tested, 0.044% active; in the data active means survival enhancement above about 18%;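 further: cells exposed to compounds for 16 hours before the ATP read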
H9c2 protect: cardioprotection against H2O2-induced cell death, primary screen, uHTS, H9c2 cells, ATPLite luminescence; H9c2 cardiomyocytes, H2O2 injury protection, 2 h; protection from H2O2 cell death, % at 20 µM; 360,000 tested, 0.63% active;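 active means compounds giving at least 50% protection of heart cells from peroxide-induced death in the single-dose screen, raw or plate-pattern-corrected value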;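 further: 0% = DMSO wells with peroxide and 100% = DMSO wells without peroxide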
Shn3 inh set2: reduction of Shn3 3'UTR firefly luciferase signal, primary screen, Schnurri-3 inhibitor project, cell-based, Clone20 osteoblasts, set 2; Clone20 osteoblast Shn3 3'UTR firefly luciferase, 24 h; inhibition, % at 12.5 µM; 360,000 tested, 0.52% active; AID 588674, 2011;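 active means mean inhibition of at least 75% with every replicate also reaching 75%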;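 further: 0% = median of neutral control wells and 100% = pilot-screen positive control compound; some compounds past the cut are filed as inactive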
NR2E3 ag-2: NR2E3 agonists in two-hybrid cells, primary screen, cell-based, luminescence, CHO-S, Gal4-NCOR/VP16-NR2E3 | Photoreceptor-specific nuclear receptor (Homo sapiens), Q9Y5X4 | luciferase | inhibition of corepressor binding, % at 3.98 µM | 360,000 tested, 0.35% active | AID 602229, 2012;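 active means inhibition above the mean of all tested compounds plus 3 SD, cut at about 70% in these data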;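 further: 0% = DMSO with NR2E3 transfected cells and 100% = cells lacking NR2E3 construct; higher means lower luciferase signal from less NR2E3 corepressor binding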
* = called active by the depositor; nt = not tested or not shown.

SMILES	NR2E3 ag-1	Peg3 prom inh	HIF-2a inh	CaV13 FRET inh	TRPM1 prom inh	PDI turbidity	m5-HT2A agonist	hiPSC survival	H9c2 protect	Shn3 inh set2	NR2E3 ag-2
CS(=O)(=O)N1CCCC(C(=O)NCCc2ccccc2)C1 (stereo not given)	2	-2	9	nt	0	-1	-1	1.7	12	-13	-5
c1coc(CNCCCN2CCOCC2)c1	1	4	-14	-3	-10	-4	6	0.1	8	-7	10
O=C1N/C(=C/c2cccn2-c2ccccc2)C(=O)N1c1cccc(Cl)c1	1	-68	-44	-5	-4	-1	7	1.5	3	3	-22
CN(C)S(=O)(=O)N1CCN(C(=O)N(c2ccccc2)c2ccccc2)CC1	3	16	2	nt	0	-2	-2	-1.8	3	3	-14
COc1ccc2c(c1)CCc1c(C(=O)N3CCCC3)noc1-2	-1	-277	-247	-6	-62	0	-1	5.4	-5	-68	-98
CC(C)NC(=O)CCn1c(=S)oc2ccccc21	2	12	15	7	11	-69	-2	1.2	0	-15	-11
Cc1ccc(Oc2nsnc2N2CCOCC2)cc1	0	-16	-37	-8	2	-23	-4	4.5	-2	-16	-5
CC(=O)Nc1ccc(S(=O)(=O)Oc2ccc(Br)cc2C(=S)N2CCOCC2)cc1	-1	13	8	-6	11	15	4	0.1	-1	18	-16
COCc1c(C(N)=O)nnn1-c1nonc1N	5	8	-10	-4	-5	-1	1	-1.0	1	-6	-5
CN(C)c1cccc(NC(=O)C2Cc3c(-c4ccccc4Oc4ccccc4)ccnc3O2)c1 (stereo not given)	nt	31	23	-6	nt	6	3	-3.4	-9	31	5
Cn1c(SCC(=O)NCc2ccc3c(c2)OCO3)nc2c(c1=O)SCC2	4	-8	4	-3	2	-5	-1	0.7	-1	3	-18
O=C(Cc1ccc(Cl)cc1)Nc1ccccc1Sc1ccccc1	-1	18	19	-9	-1	-1	-3	0.6	-19	12	-9
CCOc1ccc(OC(=O)c2ccc3c(=O)n4c(nc3c2)CCC4)cc1	3	2	0	nt	-11	-11	2	0.1	-14	-3	23
CC1(C(=O)NS(=O)(=O)c2cccc(OC(F)F)c2)CCN1C(=O)C1CC1 (stereo not given)	nt	-2	10	-3	nt	-5	-2	2.6	2	-7	-45
CCn1c(SCC(=O)Nc2ccccc2-c2ccccc2)nnc1-c1ccoc1C	1	19	13	-4	6	9	-2	-0.3	0	0	-8
O=C(Nc1ncnc2sc3c(c12)CCCCC3)c1ccc(F)cc1	3	1	1	-4	-6	-10	-6	0.6	-1	2	-9
C/C(=N\NC(=O)CCn1nnc2ccccc21)c1ccco1	1	-11	-1	5	-3	-7	-1	0.7	-1	-6	11
O=C(NCC1CCCO1)C(c1ccncc1)N(Cc1cccs1)C(=O)CN1C(=O)c2ccccc2S1(=O)=O (stereo not given)	6	8	6	5	12	3	-2	-0.9	3	-4	-11
CCNC(=O)COC(=O)c1ccc(S(=O)(=O)N2CCCCCC2)cc1	-3	12	20	nt	-4	9	0	-1.4	2	3	-5
CC(C(=O)N1CCN(c2ccccc2F)CC1)c1ccc([N+](=O)[O-])cc1 (stereo not given)	7	17	18	0	-2	3	-2	-0.5	2	17	8
O=C(CSc1nc2[nH]c(=O)cc(O)c2s1)Nc1ccc(Cl)c(C(F)(F)F)c1	3	7	-8	-7	-1	15	5	-0.5	-5	-7	4
CC(C)OC(=O)CSc1nnc(-c2cccnc2)n1N	1	-5	13	-2	2	5	3	2.5	1	-12	-13
Cc1ccc(NS(=O)(=O)c2cc(C(=O)O)ccc2Cl)c(C)c1	3	5	3	-4	3	9	-3	-0.2	2	0	-2
COc1cc(-c2nn3c(-c4ccccc4)nnc3s2)cc(OC)c1OC	-2	-3	12	-4	2	-21	4	-0.2	15	-29	19
CC(C)Cc1cc(C(=O)Nc2c(F)cc(F)cc2Br)no1	1	-83	-83	-5	-28	4	-3	-0.9	-14	-10	2
S=c1[nH]ccn1-c1cccc(Cl)c1Cl	1	7	20	-3	0	-6	7	-0.6	3	10	6
O=C(OCCN1CCN(C2=NS(=O)(=O)c3ccccc32)CC1)c1ccccc1F	1	10	7	nt	1	-3	-5	-0.3	0	-9	-13
CN(C(=O)CSc1nnc(-c2ccncc2)n1-c1ccccc1)C1CCS(=O)(=O)C1 (stereo not given)	2	15	17	-5	1	15	-4	-0.7	1	1	16
O=C(Nc1ccc2c(c1)Cc1ccccc1-2)c1cccnc1	2	-279	-291	7	-92	-5	-4	-0.1	13	-95	-67
CCc1nc2c(OCc3cc(Cl)cc(Cl)c3)cccn2c1N(C)C(=O)Nc1ccccc1OC	nt	32	17	-9	nt	2	0	-0.1	-10	14	-6
O=C(NCCCO)c1cc2c([nH]c3ccccc32)c(-c2ccccc2)n1	nt	31	-6	-19	-15	-3	0	-0.9	10	18	-1
Cc1ccccc1Cn1c(=O)[nH]c2ccccc21	4	-14	10	-7	-7	-8	4	1.0	-3	-15	-18
CCOc1ccc(S(=O)(=O)Nc2cccc(Cl)c2)cc1	3	46	17	-5	13	0	-5	0.3	-14	-2	-7
Cc1cc(NC(=O)CCC(=O)N(Cc2cccs2)C(C(=O)NC2CCCC2)c2cccnc2)no1 (stereo not given)	0	2	5	-4	-4	18	2	2.5	3	-18	8
O=Cc1ccc(OCc2cn(CC(=O)c3ccc(O)cc3)nn2)cc1	nt	-1	10	-3	-5	-4	4	1.9	3	-8	-17
CN(Cc1ccccc1)c1ncc(C=O)s1	-3	-11	9	5	0	7	1	-0.8	0	-9	-11
N#Cc1cccc(NC(=O)CNC(=O)Cc2ccccc2)c1	0	3	8	-5	4	-5	-2	-0.2	2	-5	2
Cc1c(C(=O)O)[nH]c2ccc([N+](=O)[O-])cc12	nt	-16	1	-4	1	1	0	0.5	1	-5	-4
Cc1ccc(S(=O)(=O)NCC(=O)N2CCOCCOCCOCCOCC2)cc1	2	10	5	-4	4	4	-4	0.4	0	3	-15
CCCCCCn1c(CN2CCCCC2C)nc2c1c(=O)n(C)c(=O)n2C (stereo not given)	4	1	-4	-9	5	15	-2	2.2	5	11	1

Single records, as listed above. Order of values: NR2E3 ag-1	Peg3 prom inh	HIF-2a inh	CaV13 FRET inh	TRPM1 prom inh	PDI turbidity	m5-HT2A agonist	hiPSC survival	H9c2 protect	Shn3 inh set2	NR2E3 ag-2
Record of `O=C(Cc1ccc(Cl)cc1)Nc1ccccc1Sc1ccccc1` → -1	18	19	-9	-1	-1	-3	0.6	-19	12	-9
Record of `COCc1c(C(N)=O)nnn1-c1nonc1N` → 5	8	-10	-4	-5	-1	1	-1.0	1	-6	-5
Record of `Cc1ccc(NS(=O)(=O)c2cc(C(=O)O)ccc2Cl)c(C)c1` → 3	5	3	-4	3	9	-3	-0.2	2	0	-2

(next part)
SMILES	NR2E3 ag-1	Peg3 prom inh	HIF-2a inh	CaV13 FRET inh	TRPM1 prom inh	PDI turbidity	m5-HT2A agonist	hiPSC survival	H9c2 protect	Shn3 inh set2	NR2E3 ag-2
CC(C)c1cccc(O)c(=O)c1	3	48	5	nt	nt	nt	-4	-0.1	2	24	16
c1ccc(CSc2nc3ncccn3n2)cc1	2	-176	-236	-2	-67	7	7	-0.5	6	-103	-86
CCCCOC(=O)CCc1c(C)[nH]c(=O)c(C#N)c1C	-4	-4	14	nt	12	-4	3	-4.3	21	6	3
Cc1cc(F)ccc1C(O)c1ncc(-c2ccccc2Cl)[nH]1 (stereo not given)	nt	-15	-28	-7	nt	-3	-4	3.1	-1	-5	0
Nc1ncnc(Oc2cccc(C(F)(F)F)c2)c1[N+](=O)[O-]	-1	1	4	0	-5	0	-1	-0.8	0	-9	-22
c1ccc(-c2nn3c(Cn4cnc5ccccc54)nnc3s2)cc1	-1	20	9	-8	-5	-8	2	-0.4	-3	0	-32
CC(C)OC(=O)C1C2C=CC3(CN(C(C)c4ccc(Br)cc4)C(=O)C13)O2 (stereo not given)	-1	-72	-50	-4	1	nt	1	3.6	-1	-1	-27
COc1ccc(NC(=O)CSc2ncnc3c2sc2ccccc23)c(OC)c1	3	45	15	-3	-11	15	-2	-1.7	-16	5	11
O=C(CCC(=O)N(CC(=O)NC1CCCC1)c1cccc(F)c1)Nc1nccs1	-4	3	4	-2	-3	-8	1	0.3	-1	11	-5
CCOC(=O)c1ccc(NC(=O)CCn2c(=O)oc3ccccc32)cc1	3	5	11	-2	11	7	-6	-0.3	11	3	-9
CCCCC(=O)O[C@H]1CC[C@H]2[C@@H]3CCc4cc(O)ccc4[C@H]3CC[C@]12C	6	9	-6	-5	-8	6	-4	-0.2	-4	4	2
COc1ccc(C2CC(=O)C3=C(C2)Nc2ccccc2N(C(=O)C2CC2)C3c2cccnc2)cc1OC (stereo not given)	0	3	-4	-4	8	-8	11	0.5	-4	11	-7
O=S(=O)(c1ccc(N2CCN(CCO)CC2)nc1)N1CCOCC1	1	-1	-8	-5	4	3	-4	-0.1	-1	9	18
CN(C)S(=O)(=O)c1cccn1-c1ncc(C(F)(F)F)cc1Cl	-2	-8	2	-3	11	-1	-1	-1.1	-14	6	-13
O=C(CN(C(=O)c1cccc([N+](=O)[O-])c1)C1CCCCC1)Nc1ccc(Cl)c([N+](=O)[O-])c1	3	12	16	-3	-11	5	3	-0.9	-7	65	19
CCN(CC)C(=O)Cn1c(=O)n(CCCC(=O)NCc2ccccc2)c(=O)c2sccc21	3	8	18	-13	4	14	3	0.3	5	-13	-42
C=CCn1c(N)c(C(=O)OC(C)CC)c2nc3ccccc3nc21 (stereo not given)	nt	16	0	nt	-4	10	0	1.1	4	7	-29
CC1CCc2c(sc(/N=C/c3cccnc3)c2C(N)=O)C1 (stereo not given)	2	-114	-109	-5	nt	3	-4	0.1	-9	-50	-26
CC1CCN(C(C)C(=O)Nc2cc(S(=O)(=O)N3CCCCC3)ccc2Cl)CC1 (stereo not given)	0	12	-2	-5	11	6	-4	-0.3	-14	41	-7
CCNc1nc(NCC)nc(N(C#N)CCOc2ccccc2)n1	-1	12	14	-7	45	-6	-5	2.4	0	4	2
CCOc1ccc(-n2c(Cc3cc(=O)[nH]c(=O)[nH]3)nnc2SCC(=O)OC)cc1	1	3	3	-2	-4	nt	0	-0.7	7	13	-34
CC1CCN(C(=O)COC(=O)c2ccc([N+](=O)[O-])o2)CC1	nt	19	-11	-8	10	-13	6	-1.6	-4	1	9
CC(C)(C)Nc1ncnc2c1cnn2-c1ccccc1	3	-333	-230	-8	-52	-6	5	-1.3	-28	-43	-97

This is a random part of the collection. About 3.9% of those tested had a hit in this group.
